RPL19A TOR yeast: modulators of TOR pathway RPL19A-GFP in S. cerevisiae; 330,000 tested, 0.3% active; percent response vs DMSO, % at 10 µM; AID 2025; S. cerevisiae RPL19A-GFP strain, flow cytometry, 3 h; stronger effect = lower value;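 active means percent response vs DMSO below 50%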;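 further: median channel GFP fluorescence of the barcoded RPL19A-GFP strain; ratio of sample median GFP to plate DMSO average so 100% = DMSO; lower means less RPL19A-GFP as with rapamycin TOR inhibition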
LAP4-GFP MLPCN: modulators of TOR pathway LAP4-GFP in S. cerevisiae. S. cerevisiae LAP4-GFP multiplex, flow cytometry GFP, 3 h; median GFP as percent of DMSO wells. GFP response vs DMSO, % at 10 µM. 320,000 tested, 0.34% active. AID 2023;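 active means GFP response vs DMSO above a set limit, about the screen mean plus 3 SD, cut at about 150% in these data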
procasp3 activ: procaspase-3 (human) activation; P42574; activation, % at 8.5 µM; recombinant procaspase-3 D3A, Ac-DEVD-pNA absorbance 405 nm; 330,000 tested, 0.11% active;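 active means activation above the mean of all tested compounds plus 3 SD, cut at about 21% in these data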;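 further: 0% = DMSO alone and 100% = DMSO wells spiked with extra 5 µM PC-3 D3A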
Target sequence (P42574 whole entry D9A/D28A/D175A): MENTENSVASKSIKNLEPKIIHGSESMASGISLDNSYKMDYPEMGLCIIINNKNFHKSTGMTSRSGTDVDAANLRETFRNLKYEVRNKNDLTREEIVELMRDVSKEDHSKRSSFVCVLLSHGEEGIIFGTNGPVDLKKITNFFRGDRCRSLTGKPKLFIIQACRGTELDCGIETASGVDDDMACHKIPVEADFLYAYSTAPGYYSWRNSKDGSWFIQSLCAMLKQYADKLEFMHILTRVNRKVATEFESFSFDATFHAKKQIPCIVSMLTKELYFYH
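material = Procaspase-3 D3A mutant | probe or stimulus = Ac-DEVD-pNA | compound = single dose, 8.5 µM nominal compound, 0.8% DMSO | timing = 1 h preincubation, 2 h reaction | measured by = 405 nm absorbance of p-nitroaniline, reads at 0 and 120 min | benchmarks = DMSO-only low control, 5 µM PC-3 D3A high control | repeats = singlicate, each compound tested once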
procasp7 counter: counter-screen: procaspase-7 (human) activation | P55210 | activation, % at 8.5 µM | recombinant procaspase-7, Ac-DEVD-pNA absorbance 405 nm; D23A/D198A/D206A triple mutant, cannot self-cleave; scale: DMSO 0, 5 µM enzyme 100 | 330,000 tested, 0.093% active;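 active means percent activation above the screen-wide mean plus 3 SD, cut at about 25% in these data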
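Assay system: Uncleavable procaspase-7 mutant enzyme / Input: 2 µM procaspase-7 mutant as dispensed / Dosing: single nominal 8.5 µM compound dose, 0.8% DMSO final / Timing: 1 h enzyme–compound preincubation and 2 h substrate reaction, both 25 °C / Detection: p-Nitroaniline absorbance at 405 nm, read at 0 and 120 min / Replication: singlicate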
ZTA counter: ZTA (EBV) inhibition in EBNA-1 counter-screen; P03206; ZTA-DNA binding, fluorescence polarization; inhibition, % at 11 µM; 320,000 tested, 0.15% active; in the data active means inhibition above about 33%
EBNA-1 inh: blocks EBNA-1 binding to DNA | EBNA-1 DNA binding, fluorescence polarization | inhibition, % at 14.8 µM | 300,000 tested, 0.34% active | AID 1950; in the data active means inhibition above about 28%
AHR activator: activators of human aryl hydrocarbon receptor; activation, % at 5 µM; 320,000 tested, 2.5% active; P35869; AHR-responsive luciferase reporter cells, luminescence; in the data active means activation above about 47%;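 further: 0% = vehicle wells and 100% = reference agonist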
Target sequence (P35869 whole entry, looked up): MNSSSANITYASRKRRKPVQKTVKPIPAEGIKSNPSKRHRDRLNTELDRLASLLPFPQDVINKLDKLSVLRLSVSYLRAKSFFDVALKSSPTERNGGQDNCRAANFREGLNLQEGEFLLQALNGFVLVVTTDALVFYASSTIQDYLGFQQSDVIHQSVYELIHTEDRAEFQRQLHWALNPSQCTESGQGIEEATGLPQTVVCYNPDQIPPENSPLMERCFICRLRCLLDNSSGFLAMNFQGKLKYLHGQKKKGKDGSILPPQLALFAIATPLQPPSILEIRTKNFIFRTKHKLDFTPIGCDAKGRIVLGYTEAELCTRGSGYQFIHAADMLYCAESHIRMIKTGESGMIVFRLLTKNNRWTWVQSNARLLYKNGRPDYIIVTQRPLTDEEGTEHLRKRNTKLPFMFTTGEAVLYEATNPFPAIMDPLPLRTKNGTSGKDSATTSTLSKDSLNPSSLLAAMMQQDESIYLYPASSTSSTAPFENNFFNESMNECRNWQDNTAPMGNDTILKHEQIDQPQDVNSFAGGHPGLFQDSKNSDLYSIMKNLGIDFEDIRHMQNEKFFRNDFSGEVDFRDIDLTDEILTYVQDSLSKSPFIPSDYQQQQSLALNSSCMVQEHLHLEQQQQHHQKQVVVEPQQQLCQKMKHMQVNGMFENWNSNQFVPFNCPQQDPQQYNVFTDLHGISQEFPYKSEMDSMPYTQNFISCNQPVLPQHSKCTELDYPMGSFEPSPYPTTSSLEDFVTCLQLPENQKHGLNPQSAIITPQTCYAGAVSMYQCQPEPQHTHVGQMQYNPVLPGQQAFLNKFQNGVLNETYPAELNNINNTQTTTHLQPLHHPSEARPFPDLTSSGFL
MEP2-GFP yeast: alters MEP2-GFP fluorescence in TOR pathway yeast screen; GFP response vs DMSO, % at 10 µM; S. cerevisiae MEP2-GFP strain, flow cytometry GFP, 3 h; 100% = DMSO control level; 330,000 tested, 0.51% active;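 active means GFP response versus DMSO above a set limit, roughly screen mean plus 3 SD, cut at about 180% in these data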;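 further: median GFP fluorescence of the barcode-gated MEP2-GFP cells per well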
* marks the source's active call; other numbers are inactive results; / = not tested or not shown.

| cpd | molecule | procasp7 counter | LAP4-GFP MLPCN | procasp3 activ | MEP2-GFP yeast | RPL19A TOR yeast | ZTA counter | EBNA-1 inh | AHR activator |
| --- | --- | --- | --- | --- | --- | --- | --- | --- | --- |
| 1 | O=C(O)c1cccc(-n2cccc2/C=C2/NC(=O)N(c3cccc(Cl)c3)C2=O)c1 | -8 | 100 | -1 | 101 | 98 | -5 | -8 | 2 |
| 2 | COc1ccc(NC(=O)c2ccccn2)cc1S(=O)(=O)N1CCOCC1 | -7 | 110 | -5 | 99 | 94 | 5 | -4 | 2 |
| 3 | Clc1ncccc1-c1nnn(-c2ccccc2)n1 | 2 | / | 2 | / | / | -4 | 0 | 30 |
| 4 | CC(C)CCN1CCN(C2CCN(c3ccc4c(c3)OCO4)CC2)CC1CCO (stereo unspecified) | 0 | 103 | 5 | 102 | 97 | -10 | 4 | 2 |
| 5 | COc1cc2[nH]c(=S)nc(NCCc3ccc(S(N)(=O)=O)cc3)c2cc1OC | 4 | 94 | 0 | 107 | 100 | 16 | 10 | 5 |
| 6 | O=C(NC1(C(=O)NC2CCCC2)CCCCC1)c1ccc2c(c1)OCO2 | -12 | 99 | 8 | 107 | 100 | 2 | 3 | 0 |
| 7 | Cc1ccc(OCCC(=O)OCC(=O)N2CCN(S(=O)(=O)c3ccc(Cl)cc3)CC2)cc1 | 1 | 108 | -1 | 100 | 103 | -8 | -1 | 4 |
| 8 | CCC1=C2CC[C@H]3C(=O)NC(=O)[C@H]3[C@H]2[C@@]2(Cc3ccccc3)C(=NCC(=O)OC)OC(=O)N2C1=O | 3 | 102 | -1 | 106 | 105 | -23 | -5 | 1 |
| 9 | COc1cc2c(cc1NC(C)=O)CCCC2 | -1 | 105 | 2 | 110 | 102 | -9 | 4 | 0 |
| 10 | O=C(NC(=S)Nc1cccc2c(O)cccc12)c1ccccc1[N+](=O)[O-] | -8 | 87 | -11 | 98 | 103 | 1 | -1 | 9 |
| 11 | CCn1c2ccccc2c2cc(NC(=O)CSc3nnc(C4CC4)n3Cc3ccco3)ccc21 | -28 | 102 | -27 | 98 | 96 | 17 | 1 | 112* |
| 12 | CCN(CC)C(=O)Oc1ccc2oc(=O)cc(-c3cc4cccc(OC)c4o3)c2c1 | 9 | 100 | 19 | 94 | 93 | 0 | -6 | 23 |
| 13 | COc1ccc(-c2nnc(SCc3nnc(-c4ccc(Cl)cc4)o3)n2-c2ccccc2)cc1 | 3 | 91 | 1 | 103 | 101 | 17 | 16 | 5 |
| 14 | CC(c1ccccc1)C1CC(=O)N(c2ccccc2)C1=O (stereo unspecified) | 4 | 100 | 5 | 112 | 101 | -5 | -4 | -3 |
| 15 | Cc1ccc(OCCCNCCO)c(Br)c1 | -5 | 93 | 6 | 98 | 101 | -2 | -11 | 9 |
| 16 | NNC(=O)CSc1cccc2cccnc12 | 2 | 104 | 1 | 110 | 106 | -9 | -2 | 17 |
| 17 | Cc1ccc(S(=O)(=O)N2CCN(CC3CC4C=CC3C4)CC2)cc1 (stereo unspecified) | 15 | 96 | 4 | 100 | 100 | 5 | 13 | -1 |
| 18 | NC(=O)c1ccc[n+](Cc2ccc(-c3ccccc3)cc2)c1 | 8 | 88 | 13 | 91 | 86 | -4 | 5 | 1 |
| 19 | O=[N+]([O-])c1ccc(N2CCN(S(=O)(=O)c3ccc4ccccc4c3)CC2)cc1NCC1CCCO1 (stereo unspecified) | 0 | 99 | 1 | 107 | 106 | 0 | 0 | -1 |
| 20 | O=C(O)CC(c1cccc(C(F)(F)F)c1)N1CCS(=O)(=O)CC1 (stereo unspecified) | 9 | 103 | 10 | 97 | 92 | 11 | -5 | 4 |

12 entries out of the list, sorted by length of the SMILES, smallest number first.
| cpd | molecule | procasp7 counter | LAP4-GFP MLPCN | procasp3 activ | MEP2-GFP yeast | RPL19A TOR yeast | ZTA counter | EBNA-1 inh | AHR activator |
| --- | --- | --- | --- | --- | --- | --- | --- | --- | --- |
| 16 | NNC(=O)CSc1cccc2cccnc12 | 2 | 104 | 1 | 110 | 106 | -9 | -2 | 17 |
| 9 | COc1cc2c(cc1NC(C)=O)CCCC2 | -1 | 105 | 2 | 110 | 102 | -9 | 4 | 0 |
| 14 | CC(c1ccccc1)C1CC(=O)N(c2ccccc2)C1=O (stereo unspecified) | 4 | 100 | 5 | 112 | 101 | -5 | -4 | -3 |
| 2 | COc1ccc(NC(=O)c2ccccn2)cc1S(=O)(=O)N1CCOCC1 | -7 | 110 | -5 | 99 | 94 | 5 | -4 | 2 |
| 6 | O=C(NC1(C(=O)NC2CCCC2)CCCCC1)c1ccc2c(c1)OCO2 | -12 | 99 | 8 | 107 | 100 | 2 | 3 | 0 |
| 4 | CC(C)CCN1CCN(C2CCN(c3ccc4c(c3)OCO4)CC2)CC1CCO (stereo unspecified) | 0 | 103 | 5 | 102 | 97 | -10 | 4 | 2 |
| 10 | O=C(NC(=S)Nc1cccc2c(O)cccc12)c1ccccc1[N+](=O)[O-] | -8 | 87 | -11 | 98 | 103 | 1 | -1 | 9 |
| 5 | COc1cc2[nH]c(=S)nc(NCCc3ccc(S(N)(=O)=O)cc3)c2cc1OC | 4 | 94 | 0 | 107 | 100 | 16 | 10 | 5 |
| 12 | CCN(CC)C(=O)Oc1ccc2oc(=O)cc(-c3cc4cccc(OC)c4o3)c2c1 | 9 | 100 | 19 | 94 | 93 | 0 | -6 | 23 |
| 1 | O=C(O)c1cccc(-n2cccc2/C=C2/NC(=O)N(c3cccc(Cl)c3)C2=O)c1 | -8 | 100 | -1 | 101 | 98 | -5 | -8 | 2 |
| 7 | Cc1ccc(OCCC(=O)OCC(=O)N2CCN(S(=O)(=O)c3ccc(Cl)cc3)CC2)cc1 | 1 | 108 | -1 | 100 | 103 | -8 | -1 | 4 |
| 8 | CCC1=C2CC[C@H]3C(=O)NC(=O)[C@H]3[C@H]2[C@@]2(Cc3ccccc3)C(=NCC(=O)OC)OC(=O)N2C1=O | 3 | 102 | -1 | 106 | 105 | -23 | -5 | 1 |

New compounds follow:
| cpd | molecule | procasp7 counter | LAP4-GFP MLPCN | procasp3 activ | MEP2-GFP yeast | RPL19A TOR yeast | ZTA counter | EBNA-1 inh | AHR activator |
| --- | --- | --- | --- | --- | --- | --- | --- | --- | --- |
| 21 | CCOc1ccc(S(=O)(=O)N2CCCCC2)cc1NC(=O)c1cccnc1OCC | -4 | 115 | -1 | 105 | 99 | / | / | 1 |
| 22 | Cc1ccc(OCC(=O)N/N=C\c2cccs2)c([N+](=O)[O-])c1 | 2 | 94 | 4 | 105 | 105 | 14 | 9 | -7 |
| 23 | CCc1ccc(NC(=O)[C@H](C)NC(=O)C2CCN(C(=O)[C@@H](N)Cc3ccccc3)CC2)cc1 | -2 | 101 | 0 | 105 | 100 | -21 | 0 | 6 |
| 24 | CCc1nn2c(=O)cc(COc3ccc(NC(=O)c4ccco4)cc3)nc2s1 | -16 | 103 | -6 | 109 | 111 | -10 | -8 | 0 |
| 25 | COc1ccc(CNCc2ccncc2)cc1OC | 6 | 94 | 0 | 109 | 100 | 4 | -3 | 2 |
| 26 | CCOc1ccc(N2C(=O)CN(CC(=O)OC)C2=S)cc1 | 2 | 98 | 2 | 97 | 99 | -1 | 4 | -1 |
| 27 | O=C1C(=O)N(CC2COc3ccccc3O2)c2ccccc21 (stereo unspecified) | -1 | 101 | 4 | 106 | 109 | 2 | 8 | -1 |
| 28 | O=[N+]([O-])c1ccc(-c2csc3[n+]2CCS3)cc1 | -2 | 97 | 5 | 98 | 93 | 18 | -3 | -1 |
| 29 | CC(=O)Nc1ccc(OS(=O)(=O)c2ccc(C(C)(C)C)cc2)cc1 | -2 | 108 | 2 | 104 | 97 | 3 | 3 | 0 |
| 30 | C=CCn1c(SCC(=O)Nc2nc(C)cs2)nnc1C(C)NC(=O)c1ccccc1Cl (stereo unspecified) | 9 | 100 | -4 | 107 | 95 | -9 | 4 | 2 |
| 31 | COc1ccc(N2CCN(C(=O)c3csc4ccccc34)CC2)cc1 | -4 | 101 | -6 | 100 | 102 | 10 | -2 | -2 |
| 32 | CCCCN(C)CCNC(=O)c1cn(C)c(=O)c2c1c1ccccc1n2C | -1 | 101 | 9 | 93 | 99 | 8 | -28 | 13 |
| 33 | CCNC(=O)NC(=O)C(C)OC(=O)c1cccnc1SC (stereo unspecified) | 13 | 92 | 2 | 94 | 92 | 9 | 8 | 0 |
| 34 | CC(C)(C)N1CC(c2nc3ccccc3n2Cc2ccc(Cl)cc2)CC1=O (stereo unspecified) | -3 | 102 | 7 | 105 | 101 | 3 | 1 | -1 |
| 35 | N#Cc1nc(N2CCCCC2)nc(N2CCOCC2)n1 | 6 | 102 | 11 | 103 | 100 | -10 | 6 | 0 |
| 36 | CCN(c1ccccc1)S(=O)(=O)c1cc(C(=O)Nc2ccccc2Cl)ccc1F | 4 | 104 | -2 | 99 | 103 | -5 | 9 | 0 |
| 37 | CC(=O)N/C(=C/C(C)C)c1ccccc1 | 1 | 92 | 3 | 77 | 89 | -5 | / | 2 |
| 38 | CC1Cc2ccccc2N1C(=O)CSc1nn2c(=O)c(C(C)(C)C)nnc2s1 (stereo unspecified) | 0 | 125 | 0 | 105 | 104 | 7 | -10 | 4 |
| 39 | O=C1CCCC(=O)N1c1ccc(F)cc1 | -6 | 103 | -1 | 111 | 107 | -11 | -3 | 4 |
| 40 | Cc1cc(C)cc(N(C(=O)c2snc(C(N)=O)c2N)C(C(=O)NCC2CCCO2)c2ccc(C)o2)c1 (stereo unspecified) | 5 | 98 | 0 | 96 | 102 | 7 | -5 | 2 |
| 41 | O=C(CSCc1ccc(C(=O)O)cc1)Nc1ccccc1 | 4 | 98 | -1 | 100 | 93 | -9 | -6 | 3 |
| 42 | CS(=O)(=O)N(CC(=O)Nc1cc(Cl)ccc1Cl)c1ccccc1 | 2 | 96 | 3 | 95 | / | -7 | -6 | 1 |
| 43 | COC(=O)c1cccc(Cn2cc([N+](=O)[O-])cn2)c1 | 4 | 88 | 10 | 100 | 101 | -8 | -12 | 4 |
| 44 | Cc1cc(C)c(NC(=O)CNC(=O)c2ccccc2SCC(=O)N2CCCC2)c(C)c1 | 1 | 95 | 1 | 97 | 91 | -12 | / | -2 |
| 45 | Cn1c(N)c(C#N)c2c(c1=S)COC(C)(C)C2 | 3 | 93 | -1 | 97 | 93 | -4 | -1 | 2 |
| 46 | CC1CCN(CCCCOc2ccc(C(=O)c3ccccc3)cc2)CC1 | 11 | / | 5 | 101 | 93 | 7 | -6 | 0 |
| 47 | CCOc1cc(NC(=O)C2CCCCC2)c(OCC)cc1NC(=O)c1ccco1 | 12 | 94 | -8 | 99 | 101 | 6 | -6 | 5 |
| 48 | CC1(c2ccccc2)NC(=O)N(CC(=O)Nc2ccc(C(N)=O)cc2)C1=O (stereo unspecified) | -10 | 93 | 6 | 109 | 104 | 2 | -1 | -2 |
| 49 | CC(=O)Nc1ccc(C(=O)OCC(=O)N2CCCC2)cc1 | 4 | 99 | -2 | 93 | 97 | 0 | -8 | 2 |
| 50 | CCc1ccc(C(C)NC(=O)/C=C/c2ccc(Br)cc2)cc1 (stereo unspecified) | -6 | 99 | 0 | 99 | 98 | -3 | 10 | 3 |
| 51 | COc1ccc(C(=O)Nn2c(C3CCC3)nc3ccccc3c2=O)c(OC)c1 | -1 | 97 | 8 | 96 | / | -11 | 6 | -3 |
| 52 | Cc1ccc(C(=O)/C=C/Nc2ccc(S(=O)(=O)Nc3cc(C)nc(C)n3)cc2)cc1 | 0 | 95 | 3 | 106 | 103 | 2 | -6 | 5 |
| 53 | O=C(Cn1c2c(c(-c3ccccc3Cl)cc1=O)CCC2)NCC1CCCO1 (stereo unspecified) | 2 | 102 | -1 | 98 | 101 | 3 | -10 | 0 |
| 54 | O=[N+]([O-])c1cccc(/C=C2\CCC(/C=N/Nc3ccc4ccccc4n3)=C2N2CCOCC2)c1 | -4 | 122 | -6 | 94 | 87 | -11 | -4 | 13 |

Rows were taken by chance; overall some 3.8% were active at least once.
